Source: PubChem (National Center for Advancing Translational Sciences (NCATS))
ELG1 DNA repair: inhibitors of ELG1-dependent DNA repair in HEK293T cells; HEK293T ELG1-luciferase reporter, luminescence, 16 h; DNA damage induced by 5-fluorouridine; Potency, µM (top dose mostly 46.1 µM), inactives show at the highest dose activity change, negative = inhibition, hits mostly inhibitors; actives 2.3% (n = 330,000); AID 504467; further: potency means the concentration at half of the fitted maximal effect; on the % scale 0 is the no-effect control and ±100 the full control effect; nearly all actives have a fitted effect of over 55% in size
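Reporter activity after DNA damage by 5-fluorouridine is monitored. Compound-treated cells incubate 16 hr at 37 °C, then ONE-Glo is added for 30 min before luminescence reading.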
hERG WT inh: inhibitors of human wildtype KCNH2 potassium channel. U2OS, BacMam KCNH2, thallium flux FluxOr; hits give low values. actives 0.37% (n = 340,000). AID 720551. activity change, % at 1.84 µM;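 active means maximum activity change below -70%; inconclusive means maximum activity change between -70% and -50%; inactive means maximum activity change above -50%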; further: on the % scale 0 is the no-effect control and ±100 the full control effect
Target sequence (Q12809 whole entry, looked up): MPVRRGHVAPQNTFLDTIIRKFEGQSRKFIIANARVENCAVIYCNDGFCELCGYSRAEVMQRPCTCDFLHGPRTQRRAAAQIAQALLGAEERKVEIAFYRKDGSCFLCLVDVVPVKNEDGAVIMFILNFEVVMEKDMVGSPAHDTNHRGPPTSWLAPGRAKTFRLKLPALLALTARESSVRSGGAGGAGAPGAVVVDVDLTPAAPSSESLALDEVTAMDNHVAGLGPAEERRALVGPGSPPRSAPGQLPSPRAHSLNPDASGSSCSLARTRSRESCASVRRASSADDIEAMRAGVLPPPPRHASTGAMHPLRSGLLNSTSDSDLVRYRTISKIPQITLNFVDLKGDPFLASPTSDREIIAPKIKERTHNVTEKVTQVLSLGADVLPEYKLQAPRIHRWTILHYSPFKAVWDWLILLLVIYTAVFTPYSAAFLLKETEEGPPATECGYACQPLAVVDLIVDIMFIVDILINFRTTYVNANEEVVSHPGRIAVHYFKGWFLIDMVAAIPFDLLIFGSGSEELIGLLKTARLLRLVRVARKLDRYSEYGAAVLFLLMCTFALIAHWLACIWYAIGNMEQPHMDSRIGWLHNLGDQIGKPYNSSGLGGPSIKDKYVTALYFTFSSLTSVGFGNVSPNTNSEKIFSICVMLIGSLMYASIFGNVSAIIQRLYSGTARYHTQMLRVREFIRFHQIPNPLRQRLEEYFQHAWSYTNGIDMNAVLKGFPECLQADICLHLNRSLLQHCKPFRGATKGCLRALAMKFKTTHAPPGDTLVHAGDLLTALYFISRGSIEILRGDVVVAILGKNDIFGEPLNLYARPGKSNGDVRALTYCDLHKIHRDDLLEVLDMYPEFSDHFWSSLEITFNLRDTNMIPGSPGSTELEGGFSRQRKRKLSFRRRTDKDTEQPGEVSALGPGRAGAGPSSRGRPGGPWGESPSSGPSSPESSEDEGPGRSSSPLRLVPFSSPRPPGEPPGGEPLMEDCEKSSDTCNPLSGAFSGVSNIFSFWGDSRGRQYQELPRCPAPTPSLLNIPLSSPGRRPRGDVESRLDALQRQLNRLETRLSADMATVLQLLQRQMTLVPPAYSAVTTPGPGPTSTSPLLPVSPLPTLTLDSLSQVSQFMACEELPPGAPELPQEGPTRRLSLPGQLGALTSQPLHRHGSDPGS
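U2OS cells transduced with wild-type KCNH2 virus are loaded with FluxOr dye for 45 min, and thallium flux is measured in kinetic reads before and after stimulation buffer. Rate constants are normalized to DMSO controls.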
Mito fusion yeast: mitochondrial division inhibition or fusion activation; S. cerevisiae fusion-defective mutant growth rescue, CellTiterGlo 48 h; actives 0.23% (n = 320,000); Potency, µM (doses to about 46.1 µM), for inactives: at the top dose growth rescue (activation), usual class: activators;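 further: potency means the concentration at half of the fitted maximal effect; % of control where 0% means no effect; nearly all actives have a fitted effect of over 45% in size; temperature-sensitive fusion mutants such as fzo1-1 at 37 °C on non-fermentable ethanol glycerol medium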
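Growth-rescue viability read-out: after 48 h at the non-permissive 37C in glycerol/ethanol YPEG, yeast mitochondrial fusion mutants are measured by CellTiterGlo luminescence; compounds (23 nl pinned per well) restoring growth score as division inhibitors or fusion activators.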
TCR activator: activators of T cell receptors | Potency, µM (top dose mostly 9.22 µM), for the others: at the top dose activation of IL-2 secretion, most hits filed as activators | primary human leukocytes, anti-CD3, IL-2 HTRF, 48 h | 330,000 tested, under 10 active; further: % of control where 0% means no effect
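Primary human leukocytes were stimulated with a-CD3 beads plus compounds for 48 hr without co-stimulation; secreted IL-2 was quantified by HTRF using a-IL-2-K (europium cryptate) and a-IL-2-d2, excited at 320nm with acceptor emission read at 665nm.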
KCNH2 3.1 block: inhibitors of human KCNH2 3.1 potassium channel isoform. actives 0.95% (n = 340,000). U2OS KCNH2 3.1, thallium flux FluxOr; hits give low values. activity change, % (tested at about 1.8 µM);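 active means maximum activity change below -70%; inconclusive means maximum activity change from -70% to -50%; inactive means maximum activity change above -50%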;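 further: thallium influx rate constant from kinetic fluorescence after stimulation buffer; on the % scale 0 is the no-effect control and ±100 the full control effect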
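Channel expression came from 3.1 mutant virus (1.77 x 10^8 /mL) applied to suspended U2OS cells for 4 h. Flux was tracked with FluxOr dye plus Red40 quencher, and kinetic rate constants normalized to controls.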
TSHR antagonist: antagonists of human thyroid stimulating hormone receptor. P16473. TSHR-expressing cells, TSH-stimulated cAMP HTRF, 2 h; hits give low values. activity change, negative = inhibition, % at 11.5 µM. actives 0.2% (n = 330,000). AID 504810;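 active means activity change below a set negative limit, meaning inhibition stronger than a set level, cut at about -70% in these data; inconclusive means activity change between two set negative limits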; further: on the % scale 0 is the no-effect control and ±100 the full control effect
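Competitive HTRF cAMP read-out (cryptate anti-cAMP antibody, cAMP-d2; 30 min, room temperature) in freshly harvested TSHR cells. Compounds added before TSH at EC80 (4nM final), followed by 2 hours' incubation at 37 deg C.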
AT treatment: potential ataxia-telangiectasia treatment; actives 0.19% (n = 320,000); […] A-T fibroblasts, KAP-1 phosphorylation AlphaLISA; neocarzinostatin DNA damage 30 min before lysis; Potency, µM (highest dose often 57.5 µM), inactives show at the top dose activation, actives largely listed as activators; further: potency means the concentration at half of the fitted maximal effect; % of control where 0% means no effect; nearly all actives have a fitted effect of over 45% in size
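hTERT-immortalized A-T patient fibroblasts ([…]), 500 cells/well in OPTI-MEM, 1% FBS, got compounds for 60 min, then NCS for 30 min at 37C. Lysates were then assayed for phospho-KAP-1 by AlphaLISA (anti-pKAP1 donor, anti-KAP1 acceptor beads), 6 hr at 25C.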
Eya2 phos inh: Eya2 (human) phosphatase inhibition. O00167. recombinant Eya2, OMFP fluorescence dephosphorylation (OMFP is methylfluorescein phosphate). Potency, µM (titrated, usually from 76.9 µM), for the others: at the highest dose activity, negative = inhibition, actives largely listed as inhibitors. actives 0.006% (n = 330,000); further: potency means the concentration at half of the fitted maximal effect; on the % scale 0 is the no-effect control and ±100 the full control effect
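Eya2 protein (added as 0.2 uM solution) was preincubated with compound for 10 min at ambient temperature in 50 mM HEPES pH 7.5, 50 mM NaCl, 5 uM MgCl2, 0.05% BSA, 1 mM DTT. OMFP (added at 50 uM) then reacted 10 min; fluorescence read at 485/525 nm.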
USP2a inh: inhibitors of human ubiquitin-specific protease USP2a; USP2 core, Ub-CHOP2 coupled fluorogenic reporter, 485/531; Potency, µM (titrated, usually from 38.3 µM), without a hit: top-dose activity change, negative = inhibition, actives largely listed as inhibitors; actives 0.01% (n = 330,000);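 further: potency means the concentration at half of the fitted maximal effect; plate controls were DMSO wells for no effect and full inhibition by NEM control for full effect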
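Cell-free coupled assay: 10nM USP2 core preincubated 30min RT with compound in Tris-HCl pH 8.0/CaCl2/CHAPS buffer, then 25nM Ub-CHOP2 and 25nM reporter substrate; fluorescence (Ex 485/Em 531) read after 60min RT, normalized to NEM inhibition, concentration-response curves fitted.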
TRPV1 agonist: agonists of human vanilloid receptor 1 (TRPV1); Q8NER1; TRPV1-expressing cells, Fluo-8 calcium influx, agonist mode; activation, % at 8.33 µM; actives 0.19% (n = 320,000); AID 540275; in the data active means activation above about 80%; inconclusive means between about 30% and that limit; further: 0% is about no effect
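TRPV1-expressing cells were cultured overnight at 35.5C and loaded with Fluo-8 calcium dye for 40 to 90 min at room temperature. After a 10 s baseline, compound was added and calcium influx was read kinetically for 3 min (ex 480/em 520 nm).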
* = called active by the depositor; ? = inconclusive; . = no result given; [ ] = remark or other dose. Unless noted, the call rests on the fitted dose curve; in most records, active means well fitted curve in the direction sought with a large enough effect; inconclusive means small, poorly fitted or top-dose-only effect, or another doubt; inactive means no such curve, though single readings can be large; an effect the other way counts as inactive or inconclusive. Not all compounds are listed; rates above refer to the full screens.

No.	SMILES	ELG1 DNA repair	hERG WT inh	Mito fusion yeast	TCR activator	KCNH2 3.1 block
1	Cc1cccc(C)c1-n1c(C)nn(CCOc2ccccc2)c1=O	0%	-1	3%	-20%	9
2	CCSc1ccccc1C(=O)Nc1cc(C)on1	1%	8	-4%	3%	1
3	C=CCOC(=O)C1=C(C)Nc2nc3ccccc3n2C1c1ccncc1 (stereo not drawn)	?	-3	0%	-1%	0
4	CCn1cnc2c1c(=O)n(CC(=O)NN)c(=O)n2Cc1ccccc1	-13%	-16	5%	1%	3
5	CC1CCCCN1CCNS(=O)(=O)c1ccc2c(c1)oc(=O)n2C (stereo not drawn)	9%	11	-3%	-3%	3
6	CCOC(=O)N1CCc2c(sc3c2c(=O)n(Cc2ccccc2)c(=O)n3CC(=O)NCCOC)C1	-7%	1	0%	4%	-1
7	COc1ccc(NC(=O)CN2CCN(c3ccccc3C)CC2)cc1	-11%	-7	5%	-3%	4
8	CN1C(=O)/C(=C/c2cc3c(cc2Br)OCO3)NC1=S	9%	-5	6%	-1%	-2
9	Brc1ccc(-c2nn3c(-c4ccco4)nnc3s2)o1	-9%	4	9%	18%	1
10	CCc1ccc(N(C(=O)Cc2cccs2)C(C(=O)NC2CCCCC2)c2cn(C)nc2C)cc1 (stereo not drawn)	11%	-9	2%	-8%	21

No.	TSHR antagonist	AT treatment	Eya2 phos inh	USP2a inh	TRPV1 agonist
1	-6	2%	10%	3%	2
2	-2	0%	3%	2%	-3
3	-6	5%	-5%	2%	13
4	-4	-9%	8%	1%	-1
5	5	-1%	-12%	1%	1
6	-13	4%	-1%	7%	-1
7	15	0%	-3%	0%	7
8	-1	1%	4%	1%	-9
9	20	-10%	6%	1%	5
10	6	0%	-17%	0%	?

(listing goes on)
No.	SMILES	ELG1 DNA repair	hERG WT inh	Mito fusion yeast	TCR activator	KCNH2 3.1 block
11	CCCCN(C(=O)C(C)Oc1cccc(Cl)c1)c1c(N)n(CCC)c(=O)[nH]c1=O (stereo not drawn)	2%	1	-6%	2%	6
12	CC(=O)NC(Cc1ccccc1)C(=O)NC1CCN(c2ncccc2[N+](=O)[O-])CC1 (stereo not drawn)	12%	-1	-4%	10%[46.1 µM]	3
13	Oc1c(Br)cc(Br)cc1CNc1cnc2ccccc2c1	-13%	4	-6%	2%	-4
14	COc1ccccc1OCCNC(=O)c1cc([N+](=O)[O-])cc([N+](=O)[O-])c1	?	0	-3%	-1%	-9
15	CS(=O)(=O)N1CCc2cc(C(=O)N3CCN(c4cccc(Cl)c4)CC3)ccc21	?	2	3%	0%	-10
16	O=C(Cc1cccc2ccccc12)NC(NC(=S)Nc1ccccc1Cl)C(Cl)(Cl)Cl (stereo not drawn)	-16%	11	-2%	-2%	-5
17	COCCNC(=O)C(=O)Nc1cc2c3c(c1)CCC(=O)N3CCC2	21%	1	-16%	2%	25
18	CC(c1ccccc1)N1CC(C(=O)Nc2ccc(F)cc2)CC1=O (stereo not drawn)	19%	6	1%	-12%	-4
19	NC(=O)C1CCN(C(=O)C2CC(=O)N(Cc3ccccc3)C2)CC1 (stereo not drawn)	?	-6	-7%	6%	3
20	Cc1ccc2cc(NC(=O)c3cccc(F)c3)ccc2n1	?	-34	3%	8%	-25

No.	TSHR antagonist	AT treatment	Eya2 phos inh	USP2a inh	TRPV1 agonist
11	-1	3%	38%	0%	1
12	5	-16%	-20%	0%	-2
13	-49	11%	-6%	-17%	0
14	-12	3%	2%	3%	-1
15	-3	-7%	-2%	-1%	?
16	-10	-3%	14%	-6%	5
17	-3	2%	-16%	3%	0
18	-31	7%	-7%	0%	17
19	6	8%	-2%	2%	-1
20	0	4%	5%	0%	11

Part of the list above, with one line to a screen:
14. COc1ccccc1OCCNC(=O)c1cc([N+](=O)[O-])cc([N+](=O)[O-])c1
15. CS(=O)(=O)N1CCc2cc(C(=O)N3CCN(c4cccc(Cl)c4)CC3)ccc21
16. O=C(Cc1cccc2ccccc12)NC(NC(=S)Nc1ccccc1Cl)C(Cl)(Cl)Cl (stereo not drawn)
17. COCCNC(=O)C(=O)Nc1cc2c3c(c1)CCC(=O)N3CCC2
18. CC(c1ccccc1)N1CC(C(=O)Nc2ccc(F)cc2)CC1=O (stereo not drawn)
19. NC(=O)C1CCN(C(=O)C2CC(=O)N(Cc3ccccc3)C2)CC1 (stereo not drawn)
20. Cc1ccc2cc(NC(=O)c3cccc(F)c3)ccc2n1
assay / entry | 14 | 15 | 16 | 17 | 18 | 19 | 20
ELG1 DNA repair | ? | ? | -16% | 21% | 19% | ? | ?
hERG WT inh | 0 | 2 | 11 | 1 | 6 | -6 | -34
Mito fusion yeast | -3% | 3% | -2% | -16% | 1% | -7% | 3%
TCR activator | -1% | 0% | -2% | 2% | -12% | 6% | 8%
KCNH2 3.1 block | -9 | -10 | -5 | 25 | -4 | 3 | -25
TSHR antagonist | -12 | -3 | -10 | -3 | -31 | 6 | 0
AT treatment | 3% | -7% | -3% | 2% | 7% | 8% | 4%
Eya2 phos inh | 2% | -2% | 14% | -16% | -7% | -2% | 5%
USP2a inh | 3% | -1% | -6% | 3% | 0% | 2% | 0%
TRPV1 agonist | -1 | ? | 5 | 0 | 17 | -1 | 11

Other compounds follow.
No.	SMILES	ELG1 DNA repair	hERG WT inh	Mito fusion yeast	TCR activator	KCNH2 3.1 block
21	Cc1n[nH]c(C)c1CCOc1ccc(C(C)C)cc1	.	0	-10%	.	-8
22	CN1CCN(Cc2coc3c(Cl)cc(Cl)cc3c2=O)CC1	-23%	-2	4%	-13%	-8
23	COCCN(C(=S)Nc1ccccc1OC)C1CCN(C(C)=O)CC1	5%	7	-6%	3%	-1
24	O=C(CCN1C(=O)/C(=C\c2ccc(F)cc2)SC1=S)Nc1ccc(O)cc1	0%	5	0%	0%	.
25	CCOc1ccc(C(CC(=O)O)n2cnnn2)cc1OC (stereo not drawn)	10%	5	2%	-5%	-10
26	Cc1noc(C)c1COc1ccc(C(=O)NCCc2ccccn2)cc1	?	3	-2%	0%	4
27	NC(=O)C(c1ccc(Br)cc1)c1ccc(C(=O)c2ccccc2)cc1 (stereo not drawn)	?	-6	20%	-9%	-22
28	Cc1c(Br)c(C(N)=O)nn1C	16%	-24	-1%	-1%	8
29	COC(=O)CSc1nc2cc(OC)ccc2cc1C#N	?	8	7%	.	6
30	Cc1ccc(CNC(=O)c2cccc(OCc3c(C)noc3C)c2)cc1	-15%	8	11%	8%	8

No.	TSHR antagonist	AT treatment	Eya2 phos inh	USP2a inh	TRPV1 agonist
21	.	.	.	.	29
22	-5	-5%	0%	-3%	-5
23	41	10%	-1%	-3%	-14
24	-1	1%	-6%	3%	3
25	-5	15%	6%	1%	-2
26	-3	-2%	8%	-4%	3
27	-14	-13%	-19%	-2%	4
28	11	3%	-8%	0%	-1
29	-8	28%	-4%	3%	-1
30	-16	?	0%	1%	20

(next part)
No.	SMILES	ELG1 DNA repair	hERG WT inh	Mito fusion yeast	TCR activator	KCNH2 3.1 block
31	O=C1C(=O)N(CCCn2ccnc2)C(c2cccc(Br)c2)/C1=C(\O)c1ccc2c(c1)OCCO2 (stereo not drawn)	?	-1	0%	-7%	-16
32	Cc1ccc2nc(NC(=O)c3ccc(N4C(=O)CCC4=O)cc3)sc2c1	?	-13	-5%	.	9
33	CCOC(=O)c1c(NC(=O)COc2cccc3c2CCN(CC)C3=O)sc2c1CCC2	?	-1	-7%	-1%[46.1 µM]	5
34	COc1ccc(-c2cn(CCC(=O)O)c(-c3ccncc3)n2)cc1	1%	.	-6%	-3%	.
35	CCCC(=O)Nc1nc(-c2ccccc2)c(CC)s1	?	1	-5%	6%	16
36	COc1ccccc1NC(=O)c1cc2cc(Br)ccc2oc1=N	25%	-4	19%	-9%	4
37	Cc1noc(C(=O)NCc2ccc(F)cc2)c1Cl	9%	-7	1%	11%	7
38	CC1CCCC(C)N1C(=O)c1cc(-c2ccc(Cl)c(Cl)c2)on1 (stereo not drawn)	?	12	-1%	.	-14

No.	TSHR antagonist	AT treatment	Eya2 phos inh	USP2a inh	TRPV1 agonist
31	17	-6%	-4%	-6%	0
32	28	-3%	-13%	1%	3
33	11	4%	2%	2%	12
34	0	11%	14%	0%	1
35	-7	-1%	-5%	-1%	18
36	-8	6%	7%	4%	3
37	6	11%	5%	1%	-1
38	4	0%	13%	-1%	?
